Screens as filed in PubChem BioAssay.
D3 antag: D3 dopamine receptor (human) antagonism; D3R cells, DiscoveRx beta-arrestin luminescence, antagonist mode; stronger effect = lower value; AID 652054; P35462; 360,000 tested, 2.5% active; max response, negative = inhibition, %; in the data active = max response below about -50%; inconclusive = no clear call, values can overlap the other calls; also: % is scaled to controls: 0 for no effect and ±100 for the full control effect; mostly tested at two doses, the higher about 12 µM
Target sequence (P35462 whole entry, looked up): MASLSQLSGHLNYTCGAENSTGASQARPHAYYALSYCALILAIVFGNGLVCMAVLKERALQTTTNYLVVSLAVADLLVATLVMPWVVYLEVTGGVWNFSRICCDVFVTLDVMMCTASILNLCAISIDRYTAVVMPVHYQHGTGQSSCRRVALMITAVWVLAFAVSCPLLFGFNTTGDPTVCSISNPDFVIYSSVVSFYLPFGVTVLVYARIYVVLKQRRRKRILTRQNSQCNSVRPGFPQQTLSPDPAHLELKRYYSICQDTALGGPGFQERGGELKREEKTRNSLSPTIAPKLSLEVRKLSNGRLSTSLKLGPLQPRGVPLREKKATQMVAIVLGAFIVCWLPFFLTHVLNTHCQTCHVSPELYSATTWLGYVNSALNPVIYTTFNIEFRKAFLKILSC
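Cells expressing the human receptor were seeded at 1500 cells/well, incubated overnight at 37 degrees C in 5% CO2, then exposed to library compounds with dopamine controls for 90 minutes at 37 degrees C before luminescent detection.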
PTHR1 agonist: activates the human parathyroid hormone receptor PTHR1 | Q03431 | HEK293 GP2 PTHR1 cells, GloSensor cAMP luminescence, 1 h | Potency, µM (titrated, usually from 115 µM), without a hit: at the top dose activation, actives largely listed as activators | 410,000 tested, 0.075% active | AID 743266; also: potency is read from the fitted curve at half-maximal effect; nearly all actives have a fitted effect of over 55% in size; some results filed as inactive show a strong effect at the top dose; inactives centre near -15; many of its hits are not listed in these tables
Target sequence (Q03431 whole entry, looked up): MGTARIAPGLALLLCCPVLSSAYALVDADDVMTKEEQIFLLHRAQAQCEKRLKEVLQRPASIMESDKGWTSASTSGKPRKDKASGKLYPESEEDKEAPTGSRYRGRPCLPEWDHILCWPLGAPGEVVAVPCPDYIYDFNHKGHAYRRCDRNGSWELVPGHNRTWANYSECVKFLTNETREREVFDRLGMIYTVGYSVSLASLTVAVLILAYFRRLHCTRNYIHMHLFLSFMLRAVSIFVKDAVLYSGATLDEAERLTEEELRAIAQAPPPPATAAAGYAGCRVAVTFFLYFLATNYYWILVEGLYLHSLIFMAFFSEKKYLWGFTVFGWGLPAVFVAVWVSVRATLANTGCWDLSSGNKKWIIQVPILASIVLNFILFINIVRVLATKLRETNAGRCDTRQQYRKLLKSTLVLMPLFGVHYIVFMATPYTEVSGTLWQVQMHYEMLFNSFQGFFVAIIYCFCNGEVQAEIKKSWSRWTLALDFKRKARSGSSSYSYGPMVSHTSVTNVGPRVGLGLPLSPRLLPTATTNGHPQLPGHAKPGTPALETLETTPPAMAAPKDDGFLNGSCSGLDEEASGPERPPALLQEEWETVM
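HEK-293-derived GP2 cells expressing PTHR1 and a GloSensor cAMP reporter, 3,000/well, plated overnight, given luciferin plus IBMX (each 0.5 mM as added) for 1 h at 37 °C, then compound for 1 h at 37 °C. Luminescence was read after 15 min at room temperature.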
EPAC2 antag: blocks human EPAC2 exchange factor; EPAC2 GEF exchange of Rap1B-BODIPY-GDP, fluorescence; Potency, µM (doses to about 114 µM), for inactives: at the top dose activity, negative = inhibition, usual class: inhibitors; 360,000 tested, 0.18% active; AID 720708; also: potency is read from the fitted curve at half-maximal effect; % is scaled to controls: 0 for no effect and ±100 for the full control effect; nearly all actives have a fitted effect of over 45% in size; many of its hits are not listed in these tables
DRD3 agonist: activates the human D3 dopamine receptor. P35462. D3R DiscoveRx beta-arrestin cells, luminescence, 90 min. max activation, %. 410,000 tested, 0.58% active. AID 652048; in the data active = max activation above about 30%; also: 0% is about no effect; mostly tested at two doses, the higher about 12 µM
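Agonist-mode cell screen: cells plated at 1500/well and incubated overnight at 37 °C, then exposed to library compounds for 90 min at 37 °C. Detection reagent was added for 30–60 min at room temperature, and luminescence was read.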
MmCpn inh: M. maripaludis TRiC chaperonin inhibition | 330,000 tested, 0.031% active | Potency, µM (titrated, usually from 76.9 µM), for inactives: at the top dose activity, negative = inhibition, most hits filed as inhibitors | purified Mm-Cpn ATPase, ADP Transcreener TR-FRET; also: potency is read from the fitted curve at half-maximal effect; % is scaled to controls: 0 for no effect and ±100 for the full control effect; nearly all actives have a fitted effect of over 80% in size
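Purified archaeal chaperonin (25 nM final) was preincubated with compound for 10 min at 37°C, then ATP (10 uM final) was added for 30 min at 37°C in Tris pH 7.4/KCl/MgCl2/DTT buffer. ADP was quantified by HTRF Transcreener TR-FRET.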
EPAC2 ag: activates human EPAC2 exchange factor. Q8WZA2. EPAC2 activation, biochemical qHTS; response scale: 100% = 6.5 mM cAMP response. 360,000 tested, 0.079% active. Potency, µM (titrated, usually from 154 µM), without a hit: at the top dose activation, actives largely listed as activators; also: potency is read from the fitted curve at half-maximal effect; nearly all actives have a fitted effect of over 50% in size
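Nucleotide exchange monitored as fluorescence drop when BODIPY-GDP leaves Rap1B. Reaction: 100 nM EPAC2, 250 nM RAP1B-BODIPY-GDP, 50 uM GDP, room temperature, kinetic read over 30 min. Activity expressed relative to 6.5 mM cAMP.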
pAkt inh: blocks phosphorylation of Akt; Neuro2A IGF-stimulated pAkt S473 HTRF, 20 min; stronger effect = lower value; 360,000 tested, 0.32% active; activity change, % for hits at 50 µM; AID 651550; in the data active = activity change below about -80%; inconclusive = mostly about -51% to -80%; also: % is scaled to controls: 0 for no effect and ±100 for the full control effect
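Neuro2A cells in DMEM with 0.5% FBS, overnight at 37 deg C, given compound at single 50 µM final, then IGF (6 nM final) for 20 min at 37 deg C. Lysed; phospho-Akt Ser473 by HTRF after 24 h, 665/615 ratio.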
CCT chaperon mod: modulators of cytosolic chaperonin (CCT/TRiC) activity. AID 651819. purified chaperonin ATPase assay, HTRF ADP detection, 30 min. 360,000 tested, 0.3% active. activity change, % (no concentration beside the values), hits read low; in the data active = activity change below about -30%; also: % is scaled to controls: 0 for no effect and ±100 for the full control effect
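TRiC (40 or 20 nM final, by batch activity) in 30 mM Tris pH 7.4, 100 mM KCl, 5 mM MgCl2, 1 mM DTT was treated with compound at 76 uM single dose, then 10 uM ATP, 30 min at 37 °C. ADP was read by HTRF Transcreener.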
* hit, by the source's call; i = inactive; ? = inconclusive; nt = not tested or not shown; & = joins results of further samples; [ ] = dose if it differs, or a comment. Unless noted, calls follow the shape of the dose curve; as a rule, active = well fitted curve in the direction sought with a large enough effect; inconclusive = small, poorly fitted or top-dose-only effect, or another doubt; inactive = no such curve, though single readings can be large; an effect the other way counts as inactive or inconclusive. Some of the compounds tested; rates above refer to the full screens.

1) CCOC(=O)Nc1ccc2c(c1)N(C(=O)C(C)N1CCCC1)c1ccccc1CC2 (configuration not stated)
2) CCOC(=O)N1CCN(C(=O)CCn2c(=S)[nH]c3ccsc3c2=O)CC1
3) COc1ccc(NS(=O)(=O)NC(=O)c2c[nH]c3ccccc23)cc1
4) CCCCNC(=O)N1CCN(S(C)(=O)=O)CC1
5) Cc1cc(NC(=O)CSc2nc3ccccc3c(=O)n2Cc2ccc(F)cc2)no1
6) CC(=O)c1ccc(S(=O)(=O)Nc2ccc3c(c2)OCO3)cc1
screen / no.	1	2	3	4	5	6
D3 antag	49	24	6	1	2	1
PTHR1 agonist	-23%[57.5 µM]	i	i	i	-7%	-6%
EPAC2 antag	-4%	-5%	0%	0%	-6%	-22%
DRD3 agonist	21	19	3	3	-1	13
MmCpn inh	4%	-1%	2%	-7%	-8%	3%
EPAC2 ag	-14%	0%	2%	8%	0%	4%
pAkt inh	i	i	nt	i	i	i
CCT chaperon mod	1.6	1.0	-0.5	-3.0	-3.9	0.8

7) CC(C)(C)c1cc(NC(=O)c2c(F)cccc2Cl)n(-c2ccccc2)n1
8) CC1CCc2c(sc(NC(=O)CCC(=O)O)c2C(=O)NC2CC2)C1 (configuration not stated)
9) CCN(CC)CCNC(=O)c1cn(CCOC)c(=O)c2c1c1ccccc1n2C
10) CCOC(=O)c1nc(C)nc(Sc2n[nH]c(-c3ccc(C(C)(C)C)cc3)n2)c1C
11) COc1ccc2c(c1OC)C(=O)N(c1nc(SC)n[nH]1)C2=O
12) COc1ccc(CCn2c(C)cc(C(=O)COC(=O)c3ccc(O)cc3O)c2C)cc1
screen / no.	7	8	9	10	11	12
D3 antag	-9	12	-6	17	7	81
PTHR1 agonist	-25%	?	-23%	i	-14%	i
EPAC2 antag	-13%	2%	1%	-11%	0%	-4%
DRD3 agonist	-6	-4	1&-14	12	-2	17
MmCpn inh	1%	-2%	0%	-1%	0%	nt
EPAC2 ag	6%	0%	5%	4%	2%	8%
pAkt inh	i	i	i	i	i	i
CCT chaperon mod	-0.4	-0.7	-0.1	-0.2	0.2	2.9

Structural class: those above containing fluorine (2)
5) Cc1cc(NC(=O)CSc2nc3ccccc3c(=O)n2Cc2ccc(F)cc2)no1
7) CC(C)(C)c1cc(NC(=O)c2c(F)cccc2Cl)n(-c2ccccc2)n1
screen / no.	5	7
D3 antag	2	-9
PTHR1 agonist	-7%	-25%
EPAC2 antag	-6%	-13%
DRD3 agonist	-1	-6
MmCpn inh	-8%	1%
EPAC2 ag	0%	6%
pAkt inh	i	i
CCT chaperon mod	-3.9	-0.4

(listing goes on)
13) NC(=O)c1ccc(NC(=O)COC(=O)CC(NC(=O)c2ccccc2Cl)c2ccccc2)cc1 (configuration not stated)
14) COc1ccc(Nc2cc(Nc3ccccc3)ncn2)cc1
15) COC(=O)CCCN=C1SCCN1Cc1ccccc1
16) O=C(Nc1nnc(SCc2ccccn2)s1)C1CC(=O)N(c2ccc(F)cc2)C1 (configuration not stated)
17) CCOC(=O)C(=NC(C)(C)C)NNc1cc(Cl)ccc1Cl
18) Cc1ccc2c(c1)CCCN2C(=O)c1ccc2c(c1)OCO2
screen / no.	13	14	15	16	17	18
D3 antag	2	9	-15	-13	10	16
PTHR1 agonist	-14%	-14%	-6%	i	-4%	9%[57.5 µM]
EPAC2 antag	4%	2%	-2%	8%	-1%	0%
DRD3 agonist	10	3	-16	-2	1	0
MmCpn inh	0%	1%	1%	-3%	0%	0%
EPAC2 ag	10%	1%	4%	-2%	-1%	-1%
pAkt inh	i	i	i	i	i	i
CCT chaperon mod	-4.5	0.0	1.2	0.2	-0.1	-0.1

19) C/C(=N/OC(=O)c1cccc(Cl)c1)c1nccs1
20) C=Cc1ccc2c(c1)N(C)C(=C)S2
21) CCCC(=O)NC(Nc1c(C)n(C)n(-c2ccccc2)c1=O)C(Cl)(Cl)Cl (configuration not stated)
22) Cc1ccc(C)c(S(=O)(=O)N2CCCC2CNC(=O)C(=O)NCc2ccccc2C)c1 (configuration not stated)
23) O=C(O)c1cc(-c2ccc(/C=N/Nc3ccc([N+](=O)[O-])cn3)o2)ccc1Cl
24) CCOC(=O)C1(CCOC)CCN(CC(C)Cc2ccc3c(c2)OCO3)CC1 (configuration not stated)
screen / no.	19	20	21	22	23	24
D3 antag	?	-24	-5	?	-75*	-22
PTHR1 agonist	i	-10%	i	-20%	i	i
EPAC2 antag	-3%	2%	1%	-11%	0%	0%
DRD3 agonist	-2	-3	1	3	-20	10
MmCpn inh	1%	1%	3%	-1%	2%	1%
EPAC2 ag	4%	10%	5%	10%	17%	3%
pAkt inh	nt	i	i	i	i	i
CCT chaperon mod	-0.6	-0.1	-2.4	-1.6	-3.4	-0.9

25) CCOc1cc(CNCCCN2CCOCC2)cc(Br)c1OCC(=O)Nc1cccc(C(F)(F)F)c1
26) COc1cccc(CN(C)CC(=O)Nc2ccccc2N2CCOCC2)c1OC
27) O=C(NC1CCC(c2ccccc2)CC1)c1cccnc1 (configuration not stated)
28) O=C(Nc1ccncc1)C1CCCN(S(=O)(=O)c2cccc3cccnc23)C1 (configuration not stated)
29) CCCOc1ccc(/C(O)=C2/C(=O)C(=O)N(CCN(C)C)C2c2ccncc2)cc1 (configuration not stated)
30) CCN(CC(=O)NCc1cccs1)C(=O)CCC(=O)c1ccc(C)cc1
screen / no.	25	26	27	28	29	30
D3 antag	7	17	-22	-14	13	3
PTHR1 agonist	-35%[inhibitor]	-6%	-25%	-15%	i	-14%
EPAC2 antag	-6%	-1%	15%	9%	-7%	9%
DRD3 agonist	-9	0	-10	-7	12	4
MmCpn inh	-8%	2%	2%	-1%	nt	-1%
EPAC2 ag	9%	1%	2%	7%	-2%	2%
pAkt inh	i	i	i	i	i	i
CCT chaperon mod	-1.1	-1.4	-1.3	-1.2	0.6	-5.3

31) CC1CCc2sc(C(=O)NN=C3CCC(c4ccccc4)CC3)cc2C1 (configuration not stated)
32) CCOc1ccc(OCC)c(NC(=O)CN2CCC(NC(=O)c3cccc(F)c3)CC2)c1
33) NC(=O)C(C(=O)/C=C/c1ccc(Cl)cc1)=C1SCCS1
34) Cc1cc(C)nc(-n2nc(C)cc2NC(=O)CNC(C)c2ccccc2)n1 (configuration not stated)
35) COc1cc(NC(=O)CSc2nc3c(c(=O)n(C)c(=O)n3C)n2C)cc(OC)c1
36) COc1ccc(CNC(=O)c2sc(=S)n(-c3ccc(OC)cc3)c2N)cc1
screen / no.	31	32	33	34	35	36
D3 antag	-1	49	36	-1	9	-12
PTHR1 agonist	i	i	-42%[inhibitor]	i	i	27%[57.5 µM]
EPAC2 antag	-18%[57.1 µM]	-2%	6%	4%	-2%	13%
DRD3 agonist	-5	5	-14	-4	4	-19
MmCpn inh	2%	0%	-1%	0%	1%	1%
EPAC2 ag	8%	-3%	-2%	-1%	-6%	11%
pAkt inh	i	i	i	i	i	i
CCT chaperon mod	-0.8	-1.5	1.5	-0.6	-3.1	1.8

Single records, from the list above. Order of values: D3 antag, PTHR1 agonist, EPAC2 antag, DRD3 agonist, MmCpn inh, EPAC2 ag, pAkt inh, CCT chaperon mod
Cc1cc(C)nc(-n2nc(C)cc2NC(=O)CNC(C)c2ccccc2)n1 (configuration not stated) is listed as -1, i, 4%, -4, 0%, -1%, i, -0.6
COc1ccc(CNC(=O)c2sc(=S)n(-c3ccc(OC)cc3)c2N)cc1 is listed as -12, 27%[57.5 µM], 13%, -19, 1%, 11%, i, 1.8

New compounds follow
37) O=C1C2C3C=CC(CC3)C2C(=O)N1c1ccc2c(c1)OCO2 (configuration not stated)
38) O=[N+]([O-])c1ccc(/C=N/NC(=S)Nc2ccccc2)o1
39) O=C(Nc1ccc(F)cc1)c1ccc2[nH]c(=O)c(=O)[nH]c2c1
40) COC(OC)c1ccnc(-c2ccc(OC(=O)c3ccc(F)cc3)cc2)n1
41) COc1cc(NC(=O)c2ccccc2)ccc1NC(=O)Cc1ccccc1
42) CC(=O)C1=CCC(c2ccccc2)N(S(=O)(=O)c2ccc(Cl)cc2)C1 (configuration not stated)
screen / no.	37	38	39	40	41	42
D3 antag	2	-15	7	-11	-3	23
PTHR1 agonist	-4%[57.5 µM]	-12%	-17%	-31%[inhibitor]	?	i
EPAC2 antag	9%	-3%	20%	3%	-1%	?
DRD3 agonist	-1	-1	-4	-1	1	3
MmCpn inh	-138%	-2%	2%	-4%	-1%	nt
EPAC2 ag	-83%[inhibitor][15.6 µM]	-7%	-1%	14%	9%	11%
pAkt inh	nt	i	i	i	i	i
CCT chaperon mod	-3.4	-2.7	0.8	1.9	-0.6	-0.3

43) COc1ccc(C(=O)C[n+]2ccc(C)cc2)cc1
44) Cc1ccc(-n2nc3c(=O)n(CCCC(=O)NC4CCC(C)CC4)nc(C)c3c2C)cc1 (configuration not stated)
45) C=CCNC(=O)c1cc(Cl)ccn1
46) CCN1CCN(S(=O)(=O)c2ccc(Cl)c(C(=O)Nc3cc(Cl)ccc3N3CCOCC3)c2)CC1
47) O=C(CN1C(=O)NC(Cc2ccccc2)C1=O)Nc1ccccc1 (configuration not stated)
48) O=[N+]([O-])c1cccc(-c2noc(-c3ccco3)n2)c1
screen / no.	43	44	45	46	47	48
D3 antag	7	1	-1	-15	-11	-21
PTHR1 agonist	-22%	-24%	i	-20%	i	-29%
EPAC2 antag	15%	-3%	4%	-9%	14%	3%
DRD3 agonist	3	1	-4	0	6	-1
MmCpn inh	1%	-1%	-1%	0%	0%	-1%
EPAC2 ag	10%	-15%	8%	2%	4%	9%
pAkt inh	i	i	i	i	i	i
CCT chaperon mod	-0.7	0.6	0.4	-0.8	-3.3	-1.6
